Screening results deposited in PubChem by several laboratories.
bovine MsrA act: activators of bovine methionine sulfoxide reductase A | purified bovine MsrA, absorbance read-out | activation, % at 10.6 µM | AID 602163 | 360,000 tested, 0.3% active; in the data active = activation above about 7.5%;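 also: 0% = vehicle and 100% = reference activator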
MsrA inh: inhibitors of bovine MsrA; purified bovine MsrA, absorbance read-out; inhibition, % at 15.5 µM; 360,000 tested, 0.75% active; AID 651718; in the data active = inhibition above about 4.5%;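 also: 0% = vehicle wells with enzyme and 100% = reference inhibitor wells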
SKN-1 block: C. elegans SKN-1 inhibition. 360,000 tested, 0.49% active. C. elegans VP596 Pgst-4::GFP/RFP ratio, acrylamide-induced, 24 h. inhibition, % at 21.8 µM;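 active = interference check ratio from 0.5 to 1.5 plus GFP to RFP signal ratio inhibition reaching or exceeding a fixed threshold, cut at about 30% in these data, passing the limit was not always enough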; also: some compounds called inactive have numbers as strong as hits
eLon inh: inhibits E. coli Lon protease. P0A9M0. purified E. coli Lon protease, fluorescence polarization. inhibition, % at 7.94 µM. 360,000 tested, 0.42% active; in the data active = inhibition above about 13%, passing the limit was not always enough;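 also: 0% = enzyme with probe and DMSO and 100% = no enzyme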
Target sequence (P0A9M0 whole entry, looked up): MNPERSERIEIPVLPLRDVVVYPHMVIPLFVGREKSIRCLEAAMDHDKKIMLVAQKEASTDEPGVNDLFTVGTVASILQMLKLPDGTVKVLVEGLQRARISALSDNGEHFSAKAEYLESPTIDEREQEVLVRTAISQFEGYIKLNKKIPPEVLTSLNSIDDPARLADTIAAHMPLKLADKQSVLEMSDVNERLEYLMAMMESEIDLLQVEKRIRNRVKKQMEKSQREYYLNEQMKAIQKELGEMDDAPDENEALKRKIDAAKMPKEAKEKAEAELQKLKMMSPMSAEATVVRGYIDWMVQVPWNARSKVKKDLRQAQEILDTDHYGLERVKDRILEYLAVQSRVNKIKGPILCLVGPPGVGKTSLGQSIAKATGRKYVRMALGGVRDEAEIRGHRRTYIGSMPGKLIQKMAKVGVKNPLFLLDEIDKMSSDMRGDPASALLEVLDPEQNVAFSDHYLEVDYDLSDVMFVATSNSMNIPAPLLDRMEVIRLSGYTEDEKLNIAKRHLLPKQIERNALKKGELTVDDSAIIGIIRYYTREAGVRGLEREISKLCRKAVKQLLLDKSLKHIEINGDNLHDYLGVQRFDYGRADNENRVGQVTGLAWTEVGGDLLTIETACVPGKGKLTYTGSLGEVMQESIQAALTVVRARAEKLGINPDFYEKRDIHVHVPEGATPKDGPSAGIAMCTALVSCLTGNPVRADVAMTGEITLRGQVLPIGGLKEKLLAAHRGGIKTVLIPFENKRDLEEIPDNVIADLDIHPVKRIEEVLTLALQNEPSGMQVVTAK
CendR NRP1 mod: modulators of CendR peptide binding to human neuropilin-1; 360,000 tested, 0.85% active; inhibition, % at 25 µM; O14786; FAM-RPARPAR peptide binding to NRP-1, fluorescence polarization;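 active = inhibition or corrected inhibition above about 18%, plus a signal ratio from 0.5 to 1.5, limit read from the data, passing the limit was not always enough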; also: strong numbers were not always called active
TbMetRS inhib: blocks T. brucei methionyl-tRNA synthetase activity | purified T. brucei MetRS, ATP depletion, Kinase-Glo luminescence | inhibition, % at 11.9 µM | AID 624268 | 360,000 tested, 0.4% active;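 active = inhibition above a per-plate cutoff of the control wells' mean inhibition plus 3 SD, cut at about 5.5% in these data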;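 also: 0% = DMSO wells median and 100% = median of wells with control inhibitor compound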
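Test system: purified T. brucei MetRS enzyme. Also added: ATP, methionine and E. coli bulk tRNA substrates. Compound: 11.9 µM single point. Schedule: 15 min enzyme-compound preincubation, 2 h reaction, 10 min detection, 25 °C. Signal: luciferase luminescence of residual ATP, Kinase-Glo. Evaluation: percent inhibition versus plate control medians. Controls: DMSO wells, low control.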
FAS TE block: blocks the thioesterase domain of human fatty acid synthase; P49327; recombinant FAS-TE, OMFH fluorogenic substrate, fluorescence endpoint; inhibition, % at 15 µM; 360,000 tested, 0.67% active;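 active = compounds whose normalised, plate-corrected inhibition of enzyme fluorescence in the single-dose primary screen is 50% or more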;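 also: 0% = DMSO with enzyme and 100% = substrate without enzyme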
MT1-MMP act inh: MT1-MMP (human) activation inhibition; HT1080 RFP-PRO-GFP cells, GFP/RFP ratio fluorescence, overnight; percent of plate control window, DMSO zero; P50281; GFP/RFP ratio change, % at 20 µM; 360,000 tested, 0.061% active;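 active = GFP/RFP ratio change of at least 30% with cell ATP level not reduced by more than half and red fluorescence within 50% of control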; also: strong numbers were not always called active
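system = RFP-PRO-GFP reporter HT1080 cells | dosing = 20 µM single dose, 1% DMSO | timing = overnight cell settling, then overnight compound exposure, 37 °C, 5% CO2 | read-out basis = GFP/RFP fluorescence ratio | controls = DMSO and RFP-L50D-GFP cell wells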
MLLE-PAM2 inh: inhibitors of microRNA-mediated deadenylation, human PABP1 MLLE binding. inhibition, % at 20 µM. 360,000 tested, 0.36% active. P11940. GST-MLLE / FITC-PAM2 fluorescence polarization; in the data active = inhibition above about 35%, passing the limit was not always enough;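 also: plate controls were DMSO wells with GST-MLLE for no effect and wells lacking GST-MLLE protein for full effect; some results filed as inactive read as strong as hits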
Starred values were filed as active, the others as inactive; / = no result given. Random draw from the library (roughly 4% active in at least one column).

No.	compound	SKN-1 block	eLon inh	bovine MsrA act	MLLE-PAM2 inh	MsrA inh	CendR NRP1 mod	FAS TE block	TbMetRS inhib	MT1-MMP act inh
1	C/C(=N\NC(=O)c1ccn(C)n1)c1cccc(NC(=O)c2ccc(C)s2)c1	2	8	-1	-1	-0.1	-6	-6	-0.7	-7
2	C=CCOc1ccc(C2/C(=C(\O)c3ccc4c(c3)CC(C)O4)C(=O)C(=O)N2CCN2CCOCC2)cc1OCC (stereo not given)	20	2	-3	18	0.4	18	-3	0.0	-5
3	CCOc1cccc(OCCOc2ccc(C(=O)c3ccccc3)cc2)c1	-4	-2	-1	-7	-0.3	-9	24	0.2	3
4	COc1cc(OC)c(/C=N/NC(=O)c2ccc([N+](=O)[O-])cc2)cc1Br	-11	-2	-10	-4	-0.8	3	0	-1.1	1
5	Cc1cc(S(=O)(=O)NCc2ccc3c(c2)OCO3)ccc1F	2	-3	-3	-2	1.4	3	1	1.1	3
6	COc1ccc(CN2CCNC(=O)C2CC(=O)N(C)CC2CCOCC2)cc1C (stereo not given)	15	1	-5	21	-0.7	9	-6	-0.2	-1
7	COc1cccc(C(CC(=O)NCC2CCCO2)NS(=O)(=O)c2ccc(C)cc2)c1OC (stereo not given)	0	-8	-6	-15	0.2	-4	-9	-1.3	-2
8	Cc1cc(NC(=O)CCN2C(=O)c3ccccc3C2=O)no1	-7	-2	1	3	0.7	4	-8	-0.6	0
9	Fc1ccccc1CNC(=S)Nc1ccc(Cl)cc1	6	-5	-3	-18	0.5	-2	11	1.1	1
10	Cc1ccccc1COC[C@H](CC(C)C)N1CCN(C(=O)c2cccc(C(F)(F)F)c2)CCC1=O	-3	2	1	-5	-0.9	-1	2	-0.1	0
11	Cc1cc(C)n2c(SC(C)C(=O)NC3(C#N)CCCCC3)nnc2n1 (stereo not given)	4	-18	-2	-5	-0.2	-2	-8	-0.3	-3
12	O=C(COc1ccccc1)Nc1cccc(-c2cn3cccnc3n2)c1	-11	-19	-6	-14	2.5	-3	-4	-0.7	6
13	Cc1ccc(-n2nc3c(c2NC(=O)c2ccc(OC(C)C)cc2)CS(=O)C3)cc1 (stereo not given)	11	3	-1	-13	0.4	3	-4	-0.3	-1
14	Cc1cc(C)cc(C(=O)NCC(=O)OCC(=O)c2cc(C)n(CC(F)(F)F)c2C)c1	-1	8	-3	0	0.1	4	-2	-0.6	-4
15	COC(=O)c1cc(OC)c(OC)cc1NC(=S)Nc1cc(Cl)ccc1OC	-5	-11	0	2	0.5	-1	-3	-0.5	-1
16	CCn1c(SCC(=O)c2ccc(O)c(O)c2)nnc1-c1ccccc1OC	-9	-9	-3	-1	0.9	-64	-8	0.0	3
17	Cc1nc(Nc2ccc(Cl)c(Cl)c2)sc1C(/C=C/c1ccc2c(c1)OCO2)=NNc1ccc([N+](=O)[O-])cc1[N+](=O)[O-]	12	3	-2	-4	-0.4	-3	22	0.3	9
18	CCOC(=O)CC1COCCN1C(=O)c1ccc2oc(Cc3ccccc3)nc2c1 (stereo not given)	-1	-16	-5	-2	0.3	-9	-2	-0.4	-2
19	COc1ccc(N2CCN(C(=O)C3=NNC(=O)CC3)CC2)cc1	-10	-6	-14	12	0.3	18	-10	-1.0	-1
20	CCCC1(c2ccccc2)NC(=O)N(CC(=O)c2[nH]c(C)c(C(=O)OCC)c2C)C1=O (stereo not given)	6	-14	-4	-4	-0.1	-9	9	-1.0	-10
21	O=C(NCCCn1ccnc1)C1CC(c2cccc(Br)c2)=NO1 (stereo not given)	7	0	-3	-4	0.6	-6	-8	-0.9	-4
22	Cc1cccc(N2CC(C)Cn3c2nc2c3c(=O)[nH]c(=O)n2C)c1 (stereo not given)	10	5	-2	2	0.5	-3	0	-0.3	11
23	CCc1ccc(/C=N/n2c(C)cc(C)c(C#N)c2=O)cc1	1	-3	-4	13	1.8	8	8	0.2	-4
24	CC(=O)c1ccccc1NC(=O)c1ccc(N2CCCC2=O)cc1	5	-10	-2	-20	1.7	-5	-3	0.2	-6
25	C=CCNc1ncnc2c1cnn2-c1cccc(C)c1	1	-3	-2	9	-0.2	6	-4	0.3	3
26	CC(=O)Nc1cc[n+](CC(=O)c2ccc(Cl)cc2)cc1	6	5	-2	5	1.2	-8	-6	0.2	2
27	C=C(C)c1cccc(C(C)(C)NC(=O)Nc2ccc(C(N)=O)cc2)c1	-15	3	-5	3	-0.3	-2	-2	-0.9	0
28	COc1ccc(S(=O)(=O)N(CCc2ccccc2)CC(=O)O)cc1C	10	4	-4	2	/	1	-6	-0.8	2
29	CSCCC(NC(=O)c1ccccc1)C(=O)NCCCSc1ccccc1 (stereo not given)	7	5	-2	-9	-0.6	5	3	-0.3	-1
30	O=C(O)C1c2ccccc2Cc2ccccc21	13	-2	-1	-5	0.4	-5	-5	-0.2	0
31	Cc1ncoc1C(=O)N1CCCC(C(=O)c2ccc(-c3ccccc3)cc2)C1 (stereo not given)	7	-7	-3	16	2.6	10	2	-0.1	3
32	CN(C)C(CNC(=O)CCNS(=O)(=O)c1ccccc1C(F)(F)F)c1ccccc1 (stereo not given)	-4	-13	-7	-3	0.1	-7	-6	-0.4	-1
33	O=C(N/N=C/c1cccn1-c1cccc(C(=O)O)c1)Nc1ccccc1	16	5	0	-2	3.2	-9	-6	0.1	-8
34	CCCCCC1CCC(c2ccc(/C(N)=N/O)cc2)CC1 (stereo not given)	11	-4	-2	-1	-0.6	-7	-61	-0.7	-4
35	COc1ccc(OC)c(S(=O)(=O)Nc2ccc3c(c2)n(C)c(=O)n3C)c1	-5	0	-3	7	-0.8	3	-2	-0.5	7
36	COc1ccc2cc(CN(Cc3ccco3)C(c3nnnn3C3CCCCC3)C(C)C)c(=O)[nH]c2c1 (stereo not given)	-8	-6	-11	4	1.6	-3	14	-1.7	-5
37	COc1ccc(-c2cc(-c3n[nH]c(=S)n3-c3ccccc3OC)[nH]n2)cc1	-1	-1	-2	-41	0.0	-2	-11	0.4	0
38	CCOC(=O)C1CCCCN1Cc1ccc(F)c(Br)c1 (stereo not given)	15	-11	-2	-7	-1.1	-8	0	-0.2	4
39	Cc1ccc(NC(=O)c2ccc(NC(=O)C3CCCCC3C(=O)O)cc2)cc1 (stereo not given)	20	15	-3	-9	-1.1	9	-3	-0.6	-2
40	Oc1ccccc1-c1nc(NCc2cccnc2)c2ccccc2n1	13	0	-3	9	0.5	-6	10	0.5	-9
41	O=C(CN1C(=O)CSc2ccc(S(=O)(=O)N3CCOCC3)cc21)NCCCN1CCc2ccccc2C1	10	3	-5	25	-1.0	22	-9	-0.6	-7
42	N#Cc1ccc(CSc2nc(N)cc(=O)[nH]2)cc1	8	3	-1	0	-0.1	6	-4	-1.4	-2
43	O=C(O)CSc1nnc(SCc2cccc3ccccc23)s1	-10	3	-2	-32	0.3	-1	-8	0.3	-4
44	O=C(Nc1ccc(S(=O)(=O)NCc2ccco2)cc1)c1ccncc1	-29	-3	-1	-2	1.3	-3	-4	-1.4	2
45	CC(C)=C1SC(N2CCN(c3cccc(C)c3)CC2)=NC1=O	9	0	-1	18	-0.2	0	-3	0.0	-1
46	Cc1ccc(O)c(NC(=O)c2noc(C(C)C)c2[N+](=O)[O-])c1	18	-1	-3	-5	0.5	-5	-3	-0.1	8
47	C=CCN1C2CCCC1CC(NC(=O)Nc1cccc(C(C)=O)c1)C2 (stereo not given)	-6	5	-1	-12	1.1	3	-3	0.1	1
48	Cc1ccc(NC(=O)CN2CCc3ccccc3C2)cc1	9	-2	-2	-3	-0.9	1	0	-0.7	2
49	CN1C(=O)CC(N2CCN(CCN=CC3=C(O)CC(C)(C)CC3=O)CC2)C1=O (stereo not given)	-20	-10	-10	13	-1.9	17	-8	-1.7	3
50	O=[N+]([O-])c1ccc(S(=O)(=O)N2CCSC2c2ccco2)cc1 (stereo not given)	-1	4	-1	28	1.4	2	3	-0.3	-1
51	CCCOc1ccc(CSc2nnc(CCC)n2N)cc1	11	-3	-8	6	-1.1	-5	-2	-1.5	5
52	O=C(NC1CCCC1)N[C@@H]1C=C[C@@H](CC(=O)N2CCOCC2)O[C@@H]1CO	-1	/	/	/	-0.9	14	/	-0.7	-3
53	CCc1ccccc1NC(=O)CN(C)C(=O)CSc1nn(-c2ccc(F)cc2)c(=S)s1	-8	3	-3	-63	-0.7	-4	26	-0.9	8
54	C[C@H](CO)N1C[C@H](C)[C@@H](CN(C)C(=O)Nc2ccccc2)Oc2ccc(NC(=O)C3CC3)cc2C1=O	9	-2	-3	-7	-0.3	-6	-3	-0.5	-3
55	C=CCNC(=S)NNC(=O)c1ccco1	0	-12	-1	-13	2.5	5	-4	-0.1	1
56	Cc1ccc(NC(=O)c2cc(C)n(-c3cccc(C)c3)c2C)cc1	24	-4	-3	-3	0.2	19	24	-0.3	-4
57	Cn1nc(CC(=O)Nc2cccc3ncccc23)c2ccccc2c1=O	-3	6	-3	-2	0.2	-3	-3	0.4	-8
58	CC1(C(=O)NCc2ccccc2)CSCC(=O)N1CC(F)(F)F (stereo not given)	-4	/	/	/	-0.1	11	/	0.1	9

3 entries from above, field by field:
[20] CCCC1(c2ccccc2)NC(=O)N(CC(=O)c2[nH]c(C)c(C(=O)OCC)c2C)C1=O (stereo not given)
  SKN-1 block: 6
  eLon inh: -14
  bovine MsrA act: -4
  MLLE-PAM2 inh: -4
  MsrA inh: -0.1
  CendR NRP1 mod: -9
  FAS TE block: 9
  TbMetRS inhib: -1.0
  MT1-MMP act inh: -10
[21] O=C(NCCCn1ccnc1)C1CC(c2cccc(Br)c2)=NO1 (stereo not given)
  SKN-1 block: 7
  eLon inh: 0
  bovine MsrA act: -3
  MLLE-PAM2 inh: -4
  MsrA inh: 0.6
  CendR NRP1 mod: -6
  FAS TE block: -8
  TbMetRS inhib: -0.9
  MT1-MMP act inh: -4
[22] Cc1cccc(N2CC(C)Cn3c2nc2c3c(=O)[nH]c(=O)n2C)c1 (stereo not given)
  SKN-1 block: 10
  eLon inh: 5
  bovine MsrA act: -2
  MLLE-PAM2 inh: 2
  MsrA inh: 0.5
  CendR NRP1 mod: -3
  FAS TE block: 0
  TbMetRS inhib: -0.3
  MT1-MMP act inh: 11
